LANA DNA inh = KSHV C-LANA DNA binding inhibition; MBP-C-LANA/FAM-LBS DNA binding, fluorescence polarization; inhibition, % at 9 µM; actives 0.078% (n = 340,000);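 active = highest replicate inhibition at or above 60% at 9 µM, even if other replicates fall short; inactive = all replicates below 60% inhibition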;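 also: 0% = neutral control wells and 100% = 4 µM acridine orange control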
CAL PDZ FP-1 = inhibitors of human CAL PDZ peptide binding; AID 504414; inhibition, % at 20 µM; actives 0.02% (n = 330,000); purified CAL PDZ, TMR-peptide fluorescence polarization, 1 h; Q9HD26;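 active = highest replicate inhibition of at least 40%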;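 also: plate controls were DMSO neutral control wells for no effect and unlabeled competitor peptide control wells for full effect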
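System: tagged CAL PDZ domain. Schedule: 1 h room-temperature incubation prior to read. Signal: fluorescence polarization (mP). Measure: percent inhibition from loss of millipolarization.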
RTF Ca sens inh = cardiac RTF calcium desensitization; P19429+P45379; IANBD-labeled cardiac RTF, Ca2+ fluorescence; inhibition, % at 7.15 µM; actives 0.12% (n = 340,000); AID 493244;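 active = inhibition above the mean inhibition of all tested compounds plus 3 SD, cut at about 17% in these data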;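 also: assay run at fixed EC70 calcium of 1.6 mM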
PKA-R2B activ = activates the human PKA-R2B holoenzyme complex | activation, % at 11.4 µM | actives 0.079% (n = 340,000) | AID 504700 | PKA-R2B holoenzyme dissociation, Cy5-IP20 fluorescence polarization; R2B truncated from residue 108, S112A mutant; 0% DMSO only, 100% 113 µM cGMP;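 active = activation above a cutoff set at the mean over all compounds plus 3 SD, cut at about 18% in these data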;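 also: higher means more holoenzyme dissociation and a rise in polarization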
DAGLB inh = blocks human DAGLB lipase activity | inhibition, % at 5.17 µM | Q8NCG7 | actives 0.059% (n = 340,000) | AID 504411 | HEK293T DAGLB membrane lysate, EnzChek fluorogenic substrate; in the data active = inhibition above about 34%;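 also: 0% = enzyme with vehicle and 100% = wells lacking enzyme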
Target sequence (Q8NCG7 whole entry, looked up): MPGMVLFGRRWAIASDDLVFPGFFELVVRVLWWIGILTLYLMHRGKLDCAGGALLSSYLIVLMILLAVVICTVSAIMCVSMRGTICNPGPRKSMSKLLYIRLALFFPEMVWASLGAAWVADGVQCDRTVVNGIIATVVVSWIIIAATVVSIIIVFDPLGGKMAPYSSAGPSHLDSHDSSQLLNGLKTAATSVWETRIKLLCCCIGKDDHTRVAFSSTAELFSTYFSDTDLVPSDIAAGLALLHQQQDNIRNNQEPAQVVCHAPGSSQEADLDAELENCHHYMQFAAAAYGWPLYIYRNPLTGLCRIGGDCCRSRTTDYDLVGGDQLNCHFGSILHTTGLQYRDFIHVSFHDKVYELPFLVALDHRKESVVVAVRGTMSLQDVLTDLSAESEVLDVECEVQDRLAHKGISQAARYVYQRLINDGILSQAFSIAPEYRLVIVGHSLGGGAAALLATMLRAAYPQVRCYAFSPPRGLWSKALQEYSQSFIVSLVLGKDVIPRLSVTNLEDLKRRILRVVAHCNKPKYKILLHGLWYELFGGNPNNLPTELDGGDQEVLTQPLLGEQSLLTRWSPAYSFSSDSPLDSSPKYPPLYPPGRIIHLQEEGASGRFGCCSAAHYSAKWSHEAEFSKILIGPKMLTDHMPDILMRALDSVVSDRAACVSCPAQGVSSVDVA
SR-BI uptake up = enhances SR-BI lipid uptake from DiI-HDL. actives 0.096% (n = 320,000). CHO ldlA[mSR-BI] cells, DiI-HDL uptake fluorescence, 3 h; 100 = double the neutral-control signal. AID 504775. activation, % at 12.5 µM;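 active = mean replicate activation of at least 60% and every replicate at or above 60%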;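 also: 0% = median plate neutral-control signal and 100% = twice that signal; values of inactives mirror those of a sister screen read the other way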
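Assay system: LDL receptor-deficient CHO ldlA cells overexpressing murine SR-BI / Medium: BSA-supplemented, HEPES-buffered Ham's F12, pH 7.4 / Probe or stimulus: DiI-labelled HDL at 10 µg/mL final / Timing: compound with DiI-HDL co-incubation, 3 h at 37 °C / Technique: bottom-read cell fluorescence after medium removal, ex 550/em 595 nm / Measure: HDL uptake via cellular fluorescence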
Keap1 Nrf2 FP = inhibitors of human Keap1-Nrf2 protein-protein interaction. Q14145. Keap1 Kelch-Nrf2 peptide fluorescence polarization, 1536-well. inhibition, % at 9.4 µM. actives 0.15% (n = 340,000). AID 504523; in the data active = inhibition above about 12%;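 also: human Keap1 Kelch domain with fluorescein labeled Nrf2 9mer peptide probe; 0% = neutral control wells and 100% = peptide positive control; higher means more block of Keap1 binding to Nrf2 peptide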
CAL PDZ FP-2 = inhibitors of human CAL PDZ peptide binding; Q9HD26; purified CAL PDZ, TMR-peptide fluorescence polarization, 1 h; inhibition, % at 24.9 µM; actives 0.92% (n = 300,000); AID 602252;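 active = mean inhibition of at least 30% with at least half of replicates also reaching 30%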;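 also: 0% = DMSO neutral control and 100% = excess unlabeled competitor peptide PRC23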
cardiac RTF act = increases calcium sensitivity of human cardiac regulated thin filaments | P19429+P45379 | IANBD-labeled TnC RTF fluorescence at EC20 calcium; 0% EC20 calcium, 100% full calcium | activation, % at 7.2 µM | actives 0.24% (n = 340,000);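 active = activation above the mean over all tested compounds plus 3 SD, cut at about 30% in these data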;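 also: rise in fluorescence read as greater calcium sensitivity of cardiac thin filaments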
Rtt109 Vps75 = blocks Candida albicans Rtt109/Vps75 acetyltransferase activity; Q5AAJ8; purified Rtt109/Vps75, ThioGlo CoA-SH fluorescence, 4 h; inhibition, % at 34.9 µM; actives 0.16% (n = 330,000);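 active = inhibition of at least 50% in every replicate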
Target sequence (Q5AAJ8 whole entry, looked up): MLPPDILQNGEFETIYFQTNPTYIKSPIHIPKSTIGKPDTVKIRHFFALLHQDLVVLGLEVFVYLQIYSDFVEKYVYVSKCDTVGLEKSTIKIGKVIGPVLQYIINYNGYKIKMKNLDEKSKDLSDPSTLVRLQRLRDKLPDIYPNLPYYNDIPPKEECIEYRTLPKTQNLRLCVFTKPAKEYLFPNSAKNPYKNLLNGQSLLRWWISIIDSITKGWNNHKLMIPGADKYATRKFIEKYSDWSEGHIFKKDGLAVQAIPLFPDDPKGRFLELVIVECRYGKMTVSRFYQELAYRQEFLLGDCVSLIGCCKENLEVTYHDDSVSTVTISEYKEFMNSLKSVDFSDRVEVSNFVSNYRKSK
* hit, by the source's call.

Screening COc1ccccc1OCC(O)Cn1c(=N)n(CCN2CCCCC2)c2ccccc21 (stereo not given) returned LANA DNA inh 0.0, CAL PDZ FP-1 -0.6, RTF Ca sens inh -11.8, PKA-R2B activ 7.8, DAGLB inh -0.5, SR-BI uptake up -4.5, Keap1 Nrf2 FP 0.2, CAL PDZ FP-2 0.1, cardiac RTF act 3.2 and Rtt109 Vps75 -1.3.
`CCOC(=O)C1(NC(=O)C2(N3C(=O)c4ccccc4C3=O)CCCC2)CCCC1` gave LANA DNA inh 0.4, CAL PDZ FP-1 0.5, RTF Ca sens inh 1.7, PKA-R2B activ -13.7, DAGLB inh -0.1, SR-BI uptake up 0.6, Keap1 Nrf2 FP 0.6, cardiac RTF act -0.2 and Rtt109 Vps75 -0.2.
For CCOC(=O)c1c(S(=O)(=O)NCC(=O)NCc2ccccc2Cl)c(C)n(C)c1C the results were LANA DNA inh -0.5, CAL PDZ FP-1 0.0, RTF Ca sens inh -8.4, PKA-R2B activ -1.1, DAGLB inh 0.5, SR-BI uptake up 2.2, Keap1 Nrf2 FP -2.6, CAL PDZ FP-2 -3.0, cardiac RTF act -0.5 and Rtt109 Vps75 0.2.
CC(=O)C1=C(C)NC(C)=C(C(C)=O)C1c1ccccc1 was read as LANA DNA inh -0.4, CAL PDZ FP-1 -0.9, RTF Ca sens inh 2.0, PKA-R2B activ 2.5, DAGLB inh 1.7, SR-BI uptake up 22.2, Keap1 Nrf2 FP 3.3, CAL PDZ FP-2 8.4, cardiac RTF act 2.1 and Rtt109 Vps75 -1.1.
`CCNS(=O)(=O)c1ccc(CCC(=O)NCc2ccc(C)cc2)cc1` gave LANA DNA inh -1.5, CAL PDZ FP-1 -0.3, RTF Ca sens inh -3.2, PKA-R2B activ -5.1, DAGLB inh 2.1, SR-BI uptake up 4.8, Keap1 Nrf2 FP -3.1, CAL PDZ FP-2 -7.0, cardiac RTF act 4.0 and Rtt109 Vps75 2.4.
CSc1ccccc1-n1nnnc1SCC(=O)Nc1ccccc1C was read as LANA DNA inh 1.9, CAL PDZ FP-1 -2.6, RTF Ca sens inh -3.2, PKA-R2B activ 3.5, DAGLB inh -4.2, SR-BI uptake up -4.5, Keap1 Nrf2 FP -0.5, cardiac RTF act 0.1 and Rtt109 Vps75 6.4.
Cn1cc([N+](=O)[O-])c(C(=O)NC2CCCC2)n1 was read as LANA DNA inh -2.9, CAL PDZ FP-1 -2.1, RTF Ca sens inh 2.6, PKA-R2B activ -1.7, DAGLB inh -0.1, SR-BI uptake up 10.7, Keap1 Nrf2 FP 4.4, CAL PDZ FP-2 0.1, cardiac RTF act -2.1 and Rtt109 Vps75 4.2.
For O=C(N/N=C/c1cccc(OC(=O)N2CCOCC2)c1)c1cccs1 the results were LANA DNA inh -0.4, CAL PDZ FP-1 -2.1, RTF Ca sens inh -9.6, PKA-R2B activ 1.8, DAGLB inh 2.9, SR-BI uptake up 14.1, Keap1 Nrf2 FP -0.2, CAL PDZ FP-2 -5.9, cardiac RTF act -3.5 and Rtt109 Vps75 -3.3.
Fc1ccc(/C=C\c2nccc3c2[nH]c2ccccc23)cc1 was read as LANA DNA inh -0.7, CAL PDZ FP-1 -0.8, RTF Ca sens inh -6.5, PKA-R2B activ 4.9, DAGLB inh -4.2, SR-BI uptake up -62.7, Keap1 Nrf2 FP -2.5, CAL PDZ FP-2 -3.4, cardiac RTF act -1.2 and Rtt109 Vps75 -2.5.
For CC(Oc1cccc(Cl)c1)C(=O)Nc1cc(S(=O)(=O)N2CCCCC2)ccc1N1CCOCC1 (stereo not given) the results were LANA DNA inh -0.1, CAL PDZ FP-1 -2.4, RTF Ca sens inh 0.0, PKA-R2B activ -5.6, DAGLB inh -2.7, SR-BI uptake up -20.6, Keap1 Nrf2 FP 1.6, CAL PDZ FP-2 -4.9, cardiac RTF act -5.2 and Rtt109 Vps75 -2.1.
`COC(=O)CN1CCN(C(c2ccccc2)c2ccccc2)CC1` gave LANA DNA inh 0.3, CAL PDZ FP-1 0.0, RTF Ca sens inh -4.4, PKA-R2B activ 2.2, DAGLB inh 0.3, SR-BI uptake up 23.4, Keap1 Nrf2 FP -0.9, CAL PDZ FP-2 -0.7, cardiac RTF act -2.8 and Rtt109 Vps75 10.3.
For CCOC(=O)CSc1nnc(-c2cccc(Br)c2)o1 the results were LANA DNA inh 0.7, CAL PDZ FP-1 -0.5, RTF Ca sens inh -3.4, PKA-R2B activ -12.4, DAGLB inh -4.2, SR-BI uptake up -5.1, Keap1 Nrf2 FP -7.5, CAL PDZ FP-2 -2.9, cardiac RTF act 0.4 and Rtt109 Vps75 -0.8.
C=C(C)COc1ccc(-c2n[nH]c(C)c2-c2ccc(Br)cc2)c(O)c1 was read as LANA DNA inh -1.1, CAL PDZ FP-1 -2.7, RTF Ca sens inh -0.2, PKA-R2B activ -18.1, DAGLB inh -8.4, SR-BI uptake up -18.2, Keap1 Nrf2 FP -3.1, CAL PDZ FP-2 0.9, cardiac RTF act -24.2 and Rtt109 Vps75 1.2.
For COc1ccc(C(=O)n2nc(-c3ccc(OC)cc3)nc2N)cc1 the results were LANA DNA inh 1.2, CAL PDZ FP-1 -1.0, RTF Ca sens inh 2.5, PKA-R2B activ 3.4, DAGLB inh -8.6, SR-BI uptake up -20.6, Keap1 Nrf2 FP -4.4, CAL PDZ FP-2 -3.9, cardiac RTF act 5.8 and Rtt109 Vps75 -5.0.
Screening CCOc1cc(C)c(Cl)cc1S(=O)(=O)NCc1ccco1 returned LANA DNA inh -0.4, CAL PDZ FP-1 -2.0, RTF Ca sens inh -2.3, PKA-R2B activ -11.2, DAGLB inh -1.9, SR-BI uptake up 10.3, Keap1 Nrf2 FP -4.3, cardiac RTF act -8.2 and Rtt109 Vps75 7.5.
Screening CC(C)CC(NS(=O)(=O)c1ccc2c(c1)oc(=O)n2C)C(=O)NCc1cccnc1 (stereo not given) returned LANA DNA inh -0.8, CAL PDZ FP-1 -1.2, RTF Ca sens inh -3.5, PKA-R2B activ 6.4, DAGLB inh -2.5, SR-BI uptake up 18.3, Keap1 Nrf2 FP 0.3, cardiac RTF act 0.2 and Rtt109 Vps75 -0.7.
`CCCSc1ccc([C@H]2N[C@@](C)(C(=O)OC)[C@H]3C(=O)N(CC)C(=O)[C@@H]23)cc1` gave LANA DNA inh -1.2, CAL PDZ FP-1 0.3, RTF Ca sens inh -16.7, PKA-R2B activ -6.9, DAGLB inh -9.1, SR-BI uptake up -8.0, Keap1 Nrf2 FP -1.3, CAL PDZ FP-2 2.3, cardiac RTF act -11.1 and Rtt109 Vps75 8.6.
Cc1cc(Cn2nc(-c3ccccc3)cc2C(=O)NCc2cccc(C(F)(F)F)c2)on1 was read as LANA DNA inh -1.7, CAL PDZ FP-1 -1.2, RTF Ca sens inh -4.7, PKA-R2B activ -6.1, DAGLB inh -13.5, SR-BI uptake up -3.9, Keap1 Nrf2 FP -0.6, CAL PDZ FP-2 0.5, cardiac RTF act -0.1 and Rtt109 Vps75 -0.7.
For Cc1cc(C)c(OCCN2CCCC2)c(Cl)c1 the results were LANA DNA inh -1.7, CAL PDZ FP-1 -0.3, RTF Ca sens inh -2.8, PKA-R2B activ 3.1, DAGLB inh 0.8, SR-BI uptake up -5.1, Keap1 Nrf2 FP 5.0, CAL PDZ FP-2 -2.8, cardiac RTF act -0.6 and Rtt109 Vps75 8.7.
Cc1cc(C(=O)CSc2ccc3c(c2)OCCO3)c(C)n1C1CC1 was read as LANA DNA inh -0.1, CAL PDZ FP-1 -1.2, RTF Ca sens inh -2.3, PKA-R2B activ -3.0, DAGLB inh -6.0, SR-BI uptake up -11.9, Keap1 Nrf2 FP -0.4, CAL PDZ FP-2 -1.3, cardiac RTF act -1.0 and Rtt109 Vps75 4.7.
Screening Cc1ccc(NC(=O)C(C)c2ccc(-c3ccccc3)c(F)c2)c(C)c1 (stereo not given) returned LANA DNA inh -0.4, CAL PDZ FP-1 -0.4, RTF Ca sens inh 0.0, PKA-R2B activ 3.1, DAGLB inh -22.6, SR-BI uptake up 20.0, Keap1 Nrf2 FP 2.6, CAL PDZ FP-2 3.7, cardiac RTF act -5.7 and Rtt109 Vps75 3.0.
CCCCC(=O)Nc1ccc(C(=O)NNC(=O)CCCOc2ccc(Cl)cc2Cl)cc1 was read as LANA DNA inh -0.5, CAL PDZ FP-1 -2.2, RTF Ca sens inh -12.9, PKA-R2B activ 1.3, DAGLB inh -0.8, SR-BI uptake up 22.9, Keap1 Nrf2 FP -2.1, CAL PDZ FP-2 -2.9, cardiac RTF act 6.9 and Rtt109 Vps75 0.3.
`CCOC(=O)CSc1nc(N)nc(C)c1Cl` gave LANA DNA inh 1.1, RTF Ca sens inh -13.9, PKA-R2B activ -0.4, DAGLB inh 0.7, SR-BI uptake up 12.6, Keap1 Nrf2 FP 0.1, CAL PDZ FP-2 3.4, cardiac RTF act 1.8 and Rtt109 Vps75 2.4.
Screening CC1CN(c2sc(S(C)(=O)=O)nc2S(=O)(=O)c2ccc(Cl)cc2)CC(C)O1 (stereo not given) returned LANA DNA inh -0.2, CAL PDZ FP-1 0.3, RTF Ca sens inh -10.0, PKA-R2B activ 3.9, DAGLB inh 0.5, SR-BI uptake up 7.8, Keap1 Nrf2 FP 0.0, CAL PDZ FP-2 -3.0, cardiac RTF act -1.3 and Rtt109 Vps75 3.6.
`CC(NC(=O)NC12CC3CC(CC(C3)C1)C2)C1CCCO1` (stereo not given) gave LANA DNA inh 0.2, CAL PDZ FP-1 0.4, RTF Ca sens inh -1.9, PKA-R2B activ -8.8, DAGLB inh -0.3, SR-BI uptake up 19.4, Keap1 Nrf2 FP 0.8, CAL PDZ FP-2 -10.2, cardiac RTF act 2.9 and Rtt109 Vps75 8.7.
For CCOc1ncccc1C(=O)N1CCN(S(=O)(=O)c2ccccc2)CC1 the results were LANA DNA inh 0.4, CAL PDZ FP-1 -0.6, RTF Ca sens inh 4.2, PKA-R2B activ -2.9, DAGLB inh -2.2, SR-BI uptake up 11.8, Keap1 Nrf2 FP -8.3, CAL PDZ FP-2 3.9, cardiac RTF act 6.4 and Rtt109 Vps75 7.9.
Screening CCc1cc2c(C)ccc(C)c2nc1SCC(=O)Nc1c[nH]c(=O)[nH]c1=O returned LANA DNA inh 1.9, CAL PDZ FP-1 0.1, RTF Ca sens inh 3.0, PKA-R2B activ 4.7, DAGLB inh 1.9, SR-BI uptake up -6.8, Keap1 Nrf2 FP 1.1, CAL PDZ FP-2 -5.3, cardiac RTF act 2.6 and Rtt109 Vps75 2.0.
Screening Cc1nn(-c2ccccc2)c(Cl)c1/C=N/NC(=O)c1ccco1 returned LANA DNA inh 0.0, CAL PDZ FP-1 -5.4, RTF Ca sens inh -2.2, PKA-R2B activ -11.5, DAGLB inh 0.4, SR-BI uptake up -19.1, Keap1 Nrf2 FP 0.4, CAL PDZ FP-2 2.5, cardiac RTF act -1.2 and Rtt109 Vps75 12.9.

High-throughput results deposited in PubChem BioAssay by several laboratories.
